proCasp3 act: activators of human procaspase-3; AID 463141; 0.11% of 330,000 active; recombinant procaspase-3 D3A, Ac-DEVD-pNA absorbance 405 nm; activation, % at 8.5 µM;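 active = activation above the mean of all tested compounds plus 3 SD, cut at about 21% in these data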;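 also: 0% = DMSO alone and 100% = DMSO wells spiked with extra 5 µM PC-3 D3A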
Target sequence (P42574 whole entry D9A/D28A/D175A): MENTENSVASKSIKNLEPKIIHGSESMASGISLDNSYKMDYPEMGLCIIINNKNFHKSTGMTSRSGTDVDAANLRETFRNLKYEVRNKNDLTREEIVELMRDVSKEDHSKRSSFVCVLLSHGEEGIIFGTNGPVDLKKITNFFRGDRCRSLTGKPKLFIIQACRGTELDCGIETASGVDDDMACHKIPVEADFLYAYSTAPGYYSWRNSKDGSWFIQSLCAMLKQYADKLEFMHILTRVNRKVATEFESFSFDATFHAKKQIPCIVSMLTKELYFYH
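Assay system – Procaspase-3 D3A mutant · Benchmarks – DMSO low control, extra-enzyme high control · Technique – 405 nm absorbance of p-nitroaniline, reads at 0 and 120 min · Doses – 8.5 µM nominal · Measure – % activation between DMSO and enzyme-spiked controls · Also added – Ac-DEVD-pNA chromogenic peptide substrate · Schedule – 1 h compound preincubation, 2 h substrate hydrolysis at 25 °C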
AHR act: activates the human aryl hydrocarbon receptor. AHR-responsive luciferase reporter cells, luminescence. activation, % at 5 µM. 2.5% of 320,000 active. AID 2796; in the data active = activation above about 47%;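 also: 0% = vehicle wells and 100% = reference agonist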
PAFAH2 inh: PAFAH2 (human) inhibition; Q99487; 0.99% of 340,000 active; AID 492956; recombinant PAFAH2, FP-rhodamine activity probe, fluorescence polarization; inhibition, % at 3.39 µM;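 active = inhibition above the mean over all tested compounds plus 3 SD, cut at about 30% in these data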;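 also: inhibitors block probe labeling of enzyme so polarization drops; 0% = enzyme with DMSO and 100% = wells lacking PAFAH2 protein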
CTSL1 counter: blocks F. hepatica cathepsin L1 in PFM18AAP counter-screen. recombinant F. hepatica cathepsin L1, Z-Leu-Arg-MCA fluorescence. inhibition, % at 5.96 µM. 0.49% of 300,000 active. AID 1906;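 active = inhibition above the mean of all tested compounds plus 3 SD, set per screening campaign, cut at about 17% in these data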;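 also: 0% = plate median of test compound wells and 100% = 1 µM Z-Phe-Ala-diazomethylketone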
PP5 inh: blocks human protein phosphatase 5 activity; inhibition, % at 6.7 µM; 0.18% of 320,000 active; purified PP5c, OMFP substrate fluorescence;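 active = inhibition above the campaign's mean inhibition across all tested compounds plus 3 SD, cut at about 9.5% in these data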;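 also: 0% = DMSO only and 100% = 100 µM cantharidin control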
Target sequence (P53041 whole entry, looked up): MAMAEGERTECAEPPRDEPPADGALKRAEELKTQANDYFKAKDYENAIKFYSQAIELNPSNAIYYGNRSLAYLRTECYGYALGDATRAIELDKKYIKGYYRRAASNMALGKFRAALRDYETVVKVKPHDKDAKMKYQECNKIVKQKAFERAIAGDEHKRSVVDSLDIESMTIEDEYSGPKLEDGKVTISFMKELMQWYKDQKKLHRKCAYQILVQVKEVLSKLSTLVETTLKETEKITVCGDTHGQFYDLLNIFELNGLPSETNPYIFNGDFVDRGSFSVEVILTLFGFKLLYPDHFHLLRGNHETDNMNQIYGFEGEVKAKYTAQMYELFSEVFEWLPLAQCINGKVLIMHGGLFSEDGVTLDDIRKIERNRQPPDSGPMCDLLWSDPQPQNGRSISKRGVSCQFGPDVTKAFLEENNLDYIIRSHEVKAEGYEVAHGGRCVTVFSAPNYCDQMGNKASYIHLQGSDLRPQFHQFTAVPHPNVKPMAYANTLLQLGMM
HCV core dimer: blocks dimerization of HCV core protein; inhibition, % at 5 µM; TR-FRET GST/Flag-core106 dimerization, 1536-well; 0.33% of 300,000 active;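 active = inhibition above the mean of all tested compounds plus 3 SD, set per screening campaign, cut at about 45% in these data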
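test system = GST/Flag-tagged HCV core106 proteins | probe or stimulus = Eu donor and XL665 acceptor anti-tag antibodies | times = compound-protein-antibody incubation 4 h at 22.5 °C | signal = TR-FRET, excitation 340 nm, emission 617 and 671 nm | measure = percent inhibition of core106 dimerization signal | controls = wells lacking GST-core106 and wells with excess unlabelled core106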
TPT1 inhibitor: C. albicans TPT1 enzyme inhibition; recombinant caTPT1, FP RNA substrate dephosphorylation; inhibition, % at 5 µM; 0.81% of 300,000 active; AID 1962;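 active = inhibition above the mean of all tested compounds plus 3 SD, set per screening campaign, cut at about 24% in these data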;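 also: plate controls were DMSO alone for no effect and ferristatin control at 100 nM for full effect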
PP1 inh: PP1-alpha (human) inhibition in PP5 counter-screen | P62136 | purified PP1alpha, OMFP fluorescence | inhibition, % at 6.7 µM | 0.9% of 320,000 active | AID 2235;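 active = inhibition above the mean inhibition of all tested compounds plus 3 SD, computed separately for each screening campaign, cut at about 15% in these data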
procasp7 counter: counter-screen: procaspase-7 (human) activation. P55210. recombinant procaspase-7, Ac-DEVD-pNA absorbance 405 nm; D23A/D198A/D206A triple mutant, cannot self-cleave; scale: DMSO 0, 5 µM enzyme 100. activation, % at 8.5 µM. 0.093% of 330,000 active. AID 463210;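 active = percent activation above the screen-wide mean plus 3 SD, cut at about 25% in these data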
Target sequence (P55210 whole entry D23A/D198A/D206A): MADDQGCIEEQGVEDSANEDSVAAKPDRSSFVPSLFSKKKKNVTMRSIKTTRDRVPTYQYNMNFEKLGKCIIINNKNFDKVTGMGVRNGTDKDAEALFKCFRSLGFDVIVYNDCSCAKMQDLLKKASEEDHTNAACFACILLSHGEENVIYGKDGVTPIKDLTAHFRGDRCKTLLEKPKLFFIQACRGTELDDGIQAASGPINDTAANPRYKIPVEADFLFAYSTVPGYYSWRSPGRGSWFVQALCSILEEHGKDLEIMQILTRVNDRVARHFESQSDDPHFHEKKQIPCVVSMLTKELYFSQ
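buffer or medium = Zinc-free HEPES/NaCl buffer, pH 7.4 | material = Procaspase-7 triple mutant (PC-7 D3A) | input = 2 µM procaspase-7 mutant as dispensed | signal = Epi-absorbance of released pNA at 405 nm, two timepoints | timing = 1 h preincubation, 2 h reaction | replicates = singlicate compound testing | evaluation = % activation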
Starred values were filed as active, the others as inactive; · = no result given.

Fields: proCasp3 act	AHR act	PAFAH2 inh	CTSL1 counter	PP5 inh	HCV core dimer	TPT1 inhibitor	PP1 inh	procasp7 counter
CCOC(=O)C1C(=O)NC(N2CCc3ccccc32)=NC1c1ccccc1 (stereo unspecified)
    1	10	1	1	-0.8	0	-4	3	-1
CN(C)C(=O)COc1ccc(Br)cc1
    -7	-2	0	2	-0.4	-3	-5	-3	7
CC1C(=O)Nc2ccc(S(=O)(=O)N3CCCCCC3)cc21 (stereo unspecified)
    10	0	-9	·	-1.0	·	·	-2	7
Cc1csc(NC(=O)c2cccc(S(=O)(=O)N3CCCCC3)c2)n1
    4	15	6	-2	3.1	11	2	2	14
CC(C)(C)C1=Nn2c(nnc2-c2ccccc2F)SC1
    8	10	-6	-2	-0.2	-1	-1	-1	10
N#Cc1ccccc1S(=O)(=O)N1CCN(c2cnccn2)CC1
    -2	8	7	0	2.0	2	-2	-3	-3
CCCOc1ccc(CCC(=O)N/N=C/c2ccncc2)cc1
    8	9	5	-1	-0.6	-2	3	-5	4
O=C(NC1CCCc2ccccc21)c1ccccc1OC(F)F (stereo unspecified)
    12	5	-7	-3	1.9	9	-3	0	2
NC(Cc1ccc(OC(F)F)cc1)C(=O)O (stereo unspecified)
    5	2	2	-3	1.8	-2	-1	-11	-6
CCOc1ccc2nc(NS(=O)(=O)c3cccs3)sc2c1
    9	1	6	0	-0.5	12	3	1	-8
COc1ccc(C2C(C(C)=O)=C(Nc3ccccc3)CC(C)(O)C2C(C)=O)cc1OC (stereo unspecified)
    0	8	6	-5	1.1	8	5	-8	-5
O=C(Nc1ccccc1Cl)c1ccccc1Cl
    -3	0	7	-5	8.0	-1	0	-2	-4
CC1CCc2ccccc2N1C(=O)c1cccs1 (stereo unspecified)
    10	-2	-5	-1	1.1	4	1	1	4
Cc1ccc(NC(=O)CN(C)C(=O)c2cccnc2Nc2cccc(C(F)(F)F)c2)cc1
    7	17	-11	5	11*	-6	2	10	-3
O=C(NCCC1=CCCCC1)c1ccc(Br)o1
    5	3	-4	4	2.1	-1	-4	-3	14
CCOc1ccccc1N1C(=O)c2cccnc2C1=O
    8	-1	0	1	3.1	0	0	2	-1
CCCC(=O)NC(C)C(c1cccs1)N1CCN(c2ccccc2)CC1 (stereo unspecified)
    -4	0	-2	1	3.0	5	1	1	0
CCCC(=O)Nc1ccc(C(=O)N/N=C/c2ccc[nH]2)cc1
    7	2	-6	4	1.9	-7	1	-1	-1
COc1cc(S(=O)(=O)N2CCOCC2)ccc1NC(=O)COC(=O)/C=C/c1cc(OC)c(OC)c(OC)c1
    8	3	1	·	·	·	·	·	-4
O=C(COc1ccccc1)Nc1ccc2[nH]ncc2c1
    -2	21	2	-2	-0.9	0	2	-3	4
O=C1C=C(c2cc3ccccc3s2)C[C@@H](c2ccc3c(c2)OCO3)C1
    -2	11	2	·	0.0	·	·	-1	-3
CN(C)c1ccnc(Nc2ccc(O)cc2)c1C#N
    1	7	-9	2	-2.4	-4	-5	-3	3
Cc1cc(C)n(-c2nc3ccccc3nc2N2CCN(C(=O)c3ccc(Cl)cc3)CC2)n1
    -1	0	6	3	1.6	0	-1	-1	-9
COc1ccccc1NC(=O)c1ccc2[nH]c(C)c(C)c2c1
    -2	113*	-4	-12	3.4	-2	0	0	-13
Cc1cccc(N2CCN(S(=O)(=O)c3cccc4nonc34)CC2C)c1 (stereo unspecified)
    -2	0	6	-3	1.8	2	2	5	1
COc1ccccc1NC(=O)CSc1nnc(-c2ccncc2)o1
    3	4	-13	2	1.6	-1	-7	-1	5
O=C1CCCCN1CC(=O)N1CCCC(Nc2ccc(F)c(F)c2)C1 (stereo unspecified)
    9	0	1	4	0.5	-8	-4	0	1
COC(=O)[C@H]1C[C@@H]1[C@H](NS(=O)(=O)c1ccccc1)c1ccccc1
    3	11	14	-3	2.8	10	-4	-7	-7
COc1ccc(C(=O)Cn2cc[n+](C)c2)cc1
    10	-1	3	0	0.4	5	0	0	7
CCN1C(=NCCOC)N[C@@H](c2cccc(F)c2)C(C(=O)OC)=C1C
    -4	0	-4	-1	-0.2	7	-3	-1	-10
Cc1nnc(SCCn2c(Br)nc3c2c(=O)[nH]c(=O)n3C)s1
    -3	9	0	1	-4.0	0	-3	0	6
O=C(/C=C/c1cccc([N+](=O)[O-])c1)Nc1ccc(NC(=O)c2cccs2)cc1
    -1	3	-4	-1	-0.1	37	1	0	3
O=C(N/N=C/c1cccnc1)c1ccc(NC(=O)c2cccc(Cl)c2)cc1
    0	3	-8	-3	-0.5	13	-1	15	0
Cc1ccc(-c2nnc(SCC(=O)NC3CCCc4ccccc43)n2N)cc1 (stereo unspecified)
    7	16	-2	-3	4.2	2	1	0	8
CCS(=O)(=O)Nc1ccc2c(c1)OCO2
    2	1	-2	-1	-0.8	9	-16	-1	-10
CCCC(=O)Nc1ccc(C(=O)COC(=O)C2CC2)cc1
    1	0	-2	·	·	·	·	·	5
Cc1cc2nc3s/c(=C/c4ccc(-c5ccccc5C(=O)O)o4)c(=O)n3c2cc1C
    -5	6	13	3	2.0	4	112*	3	0
O=C(c1ccccc1[N+](=O)[O-])N1CCc2ccccc2C1
    -1	1	0	0	-1.4	3	1	-1	1
COc1ccc(-c2cccc(NS(=O)(=O)c3cc([N+](=O)[O-])ccc3Cl)c2)nn1
    -1	2	-4	-1	-2.9	10	0	-6	7
COc1ccccc1CNC(=O)OCc1nccnc1C(=O)Nc1ccc(Br)cn1
    5	2	0	2	2.2	1	-1	1	-2
N#CCC(=O)N1CCCCCC1
    3	1	-3	2	1.1	-1	3	1	8
COc1ccc(C(CNC(=O)C(CCSC)NC(=O)c2ccccc2Cl)N2CCOCC2)cc1 (stereo unspecified)
    0	0	2	0	-3.2	-1	4	-7	2
CCc1cc(CNC(=O)c2cc(COc3ccc(C)nc3)on2)on1
    2	3	-2	2	2.9	4	1	2	-2
CC(C)c1onc(C(=O)NCc2ccccn2)c1[N+](=O)[O-]
    0	2	5	4	-4.6	-8	-1	2	1
CC1(C)C(c2ccccc2)=[N+]([O-])CN1O
    -8	-1	0	-3	-3.2	-2	-2	-4	3
CCN(CC(=O)NCc1ccc(F)cc1)C(=O)/C=C/c1ccc(OC)c(S(=O)(=O)NC(C)C)c1
    12	0	-1	1	0.6	-1	-3	1	1
CC(=O)N(C)c1ccc(NC(=O)c2ccco2)cc1
    1	14	-6	0	1.9	-13	-3	-5	3
COc1cc(C(=O)NNC(=O)C2CC2)cc(OC)c1OC
    6	4	4	-1	2.3	1	2	1	-4
COC(=O)c1ccccc1C(=O)N(c1ccccc1)c1ccccc1
    2	-1	-6	2	-1.7	1	-1	3	-3
CC(=O)N(C1=C(Cl)C(=O)c2ccccc2C1=O)c1ccc(C(=O)O)cc1
    -17	13	10	41*	4.5	-7	-1	2	-16
CCOC(=O)c1c(NC(=O)CSc2nnc(C)c(=O)[nH]2)sc(C)c1C
    -5	-1	·	0	0.6	5	1	-2	-7
Cn1c(SCC(=O)N2CCN(c3ccccc3)CC2)nnc1-c1ccncc1
    -2	5	-6	3	0.3	-1	3	-3	15
COc1ccc(NC(=O)c2ccc3nc(-c4ccccc4)c(-c4ccccc4)nc3c2)c(OC)c1
    0	0	-7	0	0.7	3	-2	-1	0
Cc1c(Cl)ccc2c(C(=O)NC(C)c3ccncc3)cc(-c3ccncc3)nc12 (stereo unspecified)
    2	28	·	8	2.3	5	-2	-2	1
Cc1ccccc1OCC(=O)OCC(=O)NCc1cccs1
    5	1	0	-25	-0.8	-3	1	-4	9
CC[C@@]1(C(=O)OC)N[C@H](CN(C)C(C)=O)[C@@H]2C(=O)N(Cc3ccccc3)C(=O)[C@@H]21
    3	-1	5	·	·	·	·	·	2
Cc1ccc(C)c(-c2cc(C(=O)Nc3nccs3)c3ccccc3n2)c1
    0	35	1	0	-2.7	9	3	1	4
CC1CN(C2CCCCC2)c2nc3c(c(=O)n(C)c(=O)n3C)n2C1 (stereo unspecified)
    1	3	-7	0	0.6	2	-4	-8	1
COc1cccc(-c2cc(C(=O)NC3CCCC3)no2)c1
    1	-4	0	-3	-1.7	-2	3	-6	2
S=c1[nH]nc(-c2ccncc2)n1/N=C/c1cccc(Cl)c1
    -16	9	·	-1	-0.1	2	-2	1	-18

Copied from the results shown for reference:
Fields: proCasp3 act	AHR act	PAFAH2 inh	CTSL1 counter	PP5 inh	HCV core dimer	TPT1 inhibitor	PP1 inh	procasp7 counter
Cc1nnc(SCCn2c(Br)nc3c2c(=O)[nH]c(=O)n3C)s1
    -3	9	0	1	-4.0	0	-3	0	6
O=C(/C=C/c1cccc([N+](=O)[O-])c1)Nc1ccc(NC(=O)c2cccs2)cc1
    -1	3	-4	-1	-0.1	37	1	0	3
O=C(N/N=C/c1cccnc1)c1ccc(NC(=O)c2cccc(Cl)c2)cc1
    0	3	-8	-3	-0.5	13	-1	15	0
Cc1ccc(-c2nnc(SCC(=O)NC3CCCc4ccccc43)n2N)cc1 (stereo unspecified)
    7	16	-2	-3	4.2	2	1	0	8

Next records.
Fields: proCasp3 act	AHR act	PAFAH2 inh	CTSL1 counter	PP5 inh	HCV core dimer	TPT1 inhibitor	PP1 inh	procasp7 counter
CC(=O)OCC(=O)Nc1ccc(Br)c(C)c1
    5	3	2	6	1.9	-4	0	3	13
Cc1ccc(SCC(=O)OCc2csc(CC(=O)Nc3ccccc3C)n2)cc1C
    -3	1	-4	·	6.1	·	·	12	2
C=CCOC(=O)C1=C[C@H](c2cn(C(C)=O)c3ccccc23)C[C@H](OCCCCO)O1
    3	8	-2	0	0.9	16	-2	4	-3
CCN(CC)C(=O)c1sc(NC(=O)Cc2ccc(OC)cc2)c(C#N)c1C
    1	1	-1	-1	0.5	1	1	-1	15
CCOc1cc(-c2noc(-c3ccncc3)n2)cc(Br)c1OC
    4	3	0	2	0.3	0	-6	-1	0
Cc1ccc(NC(=O)CN(C)CC(=O)Nc2ccccc2C(=O)Nc2ccccc2)cc1
    2	1	7	3	3.1	10	3	-2	4
CCOc1cc2c3c(c1)C(C)CC(C)(C)N3C(=O)C2=O (stereo unspecified)
    -2	17	-1	-2	2.9	2	2	0	7
COc1ccc(NC(=S)NCCc2ccccc2)c(C)c1
    4	5	-1	-1	3.6	-2	1	3	-5
Cn1c2ccccc2c(=O)c2cc(C#Cc3cccc(N)c3)ccc21
    -11	0	9	·	0.4	·	·	-3	-11
Cc1ccc(CN2C(=O)N/C(=C/c3ccc(-c4ccc(C(=O)O)cc4)o3)C2=O)cc1
    0	2	9	4	-1.0	9	4	-5	-3
N#C/C(=C\c1ccc(OC(F)F)cc1)C(=O)N1CCCCC1
    5	1	2	2	-0.7	-1	2	-4	0
CCCOC(=O)c1ccc(NC(=O)c2ccoc2C)cc1
    -2	-2	-15	-3	2.3	6	2	0	6
CCn1ccc(C(=O)N2CCN(c3ncccn3)CC2)n1
    -1	-1	-5	3	-2.5	-2	3	-1	7

Compound activity from PubChem.
